Assay outcomes (PubChem)
F508del corr – CFTR F508del correction in bronchial cells | CFBE cells, YFP halide quenching; stimulated with forskolin plus potentiator P3; % fluorescence drop versus neutral controls | 350,000 compounds, 0.36% hits | activity (quench increase), % at 7.58 µM;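 active = mean added fluorescence quench of at least 8% versus neutral control, with both replicates also reaching 8%; inconclusive = only one of the mean or replicate conditions met; inactive = mean below 8% and not both replicates reaching 8%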;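 also: cells transiently co-express mutant CFTR-F508del with the halide-sensitive YFP; corrector assay measuring rescue of mutant channel to the surface after 24 h compound exposure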
FN deposit inh – fibronectin deposition inhibition; AH1F fibroblasts, Alexa488-fibronectin deposition fluorescence, overnight; AID 743247; inhibition, % at 12.6 µM; 350,000 compounds, 0.086% hits;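 active = mean inhibition across replicates of 30% or more, regardless of how many single replicates reach that level; inconclusive = mean under 30% yet at least half of replicates reach 30%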;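 also: positive control wells lacked labelled fibronectin entirely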
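Material: AH1F fibroblast monolayer depositing Alexa488-labelled fibronectin into matrix | Input: 10000 AH1F cells/well | Medium: DMEM plus 2% serum, read in PBS | Reagent: Alexa488-fibronectin, 24 nM final in well | Compound dosing: One dose per compound, pinned | Schedule: 1 h adhesion, overnight exposure | Measured by: Fluorescence at 485 nm excitation, 525 nm emission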
GSIS activator – GLuc luminescence reporter in INS-1E cells, primary screen for activators of glucose-dependent secretion of insulin; INS-1E GLuc reporter insulin secretion, 2-3 h; activation, % at 16.6 µM; 370,000 compounds, 0.61% hits; AID 743287;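 active = lowest replicate activation of at least 40%, so every replicate reaches that level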;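 also: 0% = median of neutral control wells and 100% = median of IBMX positive control wells; some compounds called inactive have numbers as strong as hits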
PglD inh – inhibitors of Campylobacter jejuni PglD acetyltransferase. purified PglD enzyme, DTNB colorimetric CoA detection. inhibition, % at 12.5 µM. 360,000 compounds, 0.098% hits. AID 602405; in the data active = inhibition above about 16%, passing the limit was not always enough; inconclusive = no clear call, values can overlap the other calls; also: strong numbers were not always called active
C2C12 statin – suppressors of simvastatin-induced myotoxicity in C2C12 myotubes. 330,000 compounds, 0.78% hits. ATP luminescence, 48 h; scaled: DMSO 0, geranylgeraniol control 100. AID 602340. rescue of ATP level, % at 7.49 µM;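 active = mean ATP rescue above about 67%, or every replicate alone reaching that limit, limit read from the data, passing the limit was not always enough; inconclusive = no clear call, values can overlap the other calls; inactive = mean under the limit and some replicate under it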;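 also: myotubes were challenged with 10 µM simvastatin during compound exposure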
Cneo AK release – causes C. neoformans cell lysis; adenylate kinase release luminescence, 4 h; normalised: neutral wells 0, clomiphene wells 100; lysis activity, % at 15 µM; 360,000 compounds, 0.2% hits;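 active = mean lysis activity across replicates of at least 80%, whatever share of replicates individually reach that level; inactive = mean lysis activity below 80%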
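Test system: log-phase Cryptococcus neoformans yeast cells. Input: 5 × 10^6 yeast cells/mL. Medium: fresh YPD growth medium. Doses: single dose. Incubation: static 4 h at 37 °C with compound, 1 h detection. Measured by: luminescent adenylate kinase detection reagent. Read-out: signal increase indicating cell lysis. Benchmarks: Clomiphene.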
miR-122 sensor – miR-122 inhibition in Huh7 cells | AID 602342 | Huh7 miR-122 Renilla luciferase sensor, 48 h; neutral wells = 0, positive control = 100 | activation (reporter increase), % at 12.5 µM | 340,000 compounds, 0.3% hits;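 active = mean replicate activation score at least 90 and every replicate individually at or above 90; inconclusive = only one of the two criteria met; inactive = neither criterion met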;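 also: higher luciferase means less miR-122 activity so hits act as miR-122 inhibitors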
PGC1a acetyl inh – PGC1a acetylation modulation, inhibitor mode; U2OS PGC1a acetylation, AlphaScreen anti-acetyl-lysine; with virally co-expressed GCN5 acetyltransferase; inhibition, % at 15.6 µM; 350,000 compounds, 0.17% hits; AID 651687;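 active = every replicate shows inhibition of at least 40%; inconclusive = mean inhibition at least 40% but some replicate below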;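 also: 0% = neutral control wells and 100% = positive control wells; some results beyond the cut were filed as inactive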
Starred values were filed as active, the others as inactive; u = inconclusive; x = no result given; [ ] = remark or other dose. Rows are unselected, and some 2.1% of all compounds hit somewhere here.

SMILES	F508del corr	FN deposit inh	GSIS activator	PglD inh	C2C12 statin	Cneo AK release	miR-122 sensor	PGC1a acetyl inh
Cc1ccc(C(=O)c2c3ccccc3[n+]([O-])n2[C@@H](C)C(N)=O)cc1	-2.3	-16	x	4	3	3	x	x
COC(=O)CN1C(=O)[C@H]2[C@@H](c3ccc(C)o3)N3C(=O)CN(Cc4ccccn4)C(=O)[C@@]3(C)[C@H]2C1=O	0.6	-3	x	-8	-12	2	-2	4
CCCN(CCC)CCCNC(=O)CS(=O)Cc1nc(-c2ccc(OC)c(OC)c2)oc1C (stereo unspecified)	x	1	x	0	-1	2	-7	-6
CCOc1cc(-c2noc(-c3cccnc3)n2)ccc1OC	x	-3	x	-2	x	-3	2	2
O=c1cc(-c2nn[nH]n2)[nH]c(=O)[nH]1	5.8	4	13	1	11	-6	-1	-5
Cc1csc(CN(C)C(=O)C2CCC(=O)N(CCCc3ccccc3)C2)n1 (stereo unspecified)	-2.8	-9	19	-4	8	-2	3	3
O=C(NC1Cc2ccccc2C1)[C@H]1[C@H](CO)[C@H]2Cn3c(cccc3=O)[C@H]2N1C(=O)C1CC1	0.4	x	6	0	-6	5	3[16.7 µM]	x
c1ccc(N2CCN(C3CC4CCC3C4)CC2)cc1 (stereo unspecified)	-0.3	-4	19	-2	-4	2	0	u
COc1ccc(N(C(=O)CNC(=O)c2ccco2)C(C(=O)NCC2CCCO2)c2ccc(OC)c(OC)c2)cc1 (stereo unspecified)	1.2	0	-4	1	-4	0	x	x
Cc1ccc(N(C(C)C(=O)N2CCC(C)CC2)S(C)(=O)=O)cc1C (stereo unspecified)	3.9	x	16	-3	5	0	-5	-1
CO[C@@H]1CN(C)C(=O)c2ccc(NC(=O)c3cccc(F)c3)cc2OC[C@H](C)N(C)C[C@H]1C	-2.5	4	-7	1	5	0	-2[16.7 µM]	-11
Cn1c(N)c(C(=O)COC(=O)C2(c3cccc(F)c3)CCCC2)c(=O)n(C)c1=O	x	x	x	-4	108*	3	-2	-21
C[C@H]1CN([C@@H](C)CO)S(=O)(=O)c2ccc(C#CCC3CCCC3)cc2O[C@@H]1CN(C)C(=O)CN(C)C	-5.3	4	-6	-3	-64	4	2[16.7 µM]	-6
O=C(N/N=C\CCc1ccccc1)c1ccco1	x	9	-14	x	20	x	4	x
CO[C@@H]1CN(C)C(=O)c2cc(NC(=O)CC(F)(F)F)ccc2OC[C@@H](C)N(C(C)=O)C[C@@H]1C	-1.0	-11	-4	x	x	x	x	4
CC(Sc1nnnn1-c1ccc(O)cc1)c1nc2ccccc2c(=O)[nH]1 (stereo unspecified)	0.5	2	20	-6	x	-1	x	9
N#C[C@H]1[C@@H](c2ccc(C#Cc3ccc(F)cc3)cc2)[C@H](CO)N1C(=O)C1CCCC1	6.1	-16	8	0	10	0	x	-29
CC=Cc1ccc2n(c1=O)C[C@H]1[C@H](CO)[C@@H](C(=O)NCCC)N(CC3CC3)[C@@H]21 (mixture of isomers)	2.3	x	-2	2	-4	-5	-5[16.7 µM]	x
Cc1ccc(S(=O)(=O)/C=C/c2ccccc2)cc1	1.0	5	2	1	x	4	28	-7
O=S(=O)(NC1CCCc2ccccc21)c1cnc[nH]1 (stereo unspecified)	x	-3	x	-3	8	-2	4	-1
CC(=O)Nc1ccc(NC(=O)CSc2nc(N)c(NC(=O)c3ccco3)c(=O)[nH]2)cc1	-2.4	-10	-3	3	x	0	-6	11
COc1ccc(/C=C2/N=C3CCCCCN3C2=O)cc1OC	x	-4	x	-2	6	4	0	-18
O=C(Nc1ccccc1)Nc1ccc(Cl)nc1Cl	-2.9	-2	-48	x	x	x	x	-18
CCc1c(C(=O)NC2CCCC2)csc1C	x	10	4	6	3	-1	-2	11
CC(C)(C)c1ccc(C(=O)Nc2nnc(SCC(=O)NCC3CCCO3)s2)cc1 (stereo unspecified)	0.1	2	15	1	x	-49	x	x
CCc1nc(SCC(=O)c2ccccc2)c2ccccc2n1	-0.1	-12	34	-4	3	0	3	-8
CC1CN(Cc2nc3c(c(=O)[nH]c(=O)n3C)n2CCN2CCOCC2)CC(C)O1 (stereo unspecified)	x	3	-4	2	1	3	x	-4
C[C@H](CO)N1C[C@H](C)[C@H](CN(C)C(=O)Nc2ccccc2C(F)(F)F)OCc2ccccc2-c2ccccc2C1=O	1.6	-1	3	2	18	4	x	-3
O=C(OCc1nnn(Cc2ccccc2)c1-c1c(COC(=O)c2ccccc2)nnn1Cc1ccccc1)c1ccccc1	x	x	x	-1	5	-2	2	-9
CN(C)CC(O)c1ccc(C=Cc2ccc(Cl)cc2)cc1 (stereo unspecified)	1.7	2	13	3	-7	6	0	51*
Cc1ccc(-c2csc3nc(CSc4nnc(-c5ccc(Cl)cc5)n4C)[nH]c(=O)c23)cc1	x	7	-6	x	-4	x	-8	x
Cc1nnc(SCCCn2c(N3CCN(c4ccccc4)CC3)nc3c2c(=O)[nH]c(=O)n3C)s1	x	x	x	-3	1	0	-8	4
CN1[C@@H]2Cn3c(ccc(C4=CCCC4)c3=O)[C@H]1[C@@H](C(=O)N1CCOCC1)[C@@H]2CO	-1.5	x	12	1	-10	-1	0[16.7 µM]	x
COc1ccc(C(=O)NC(Cc2ccc(OC(=O)c3ccc(OC)cc3)cc2)C(=O)O)cc1 (stereo unspecified)	-1.8	3	14	x	3	x	-3	2
COc1ccc(-c2ccc3[nH]c4c(c3c2)CCN2C(=O)[C@@H]([C@H](C)O)[C@@H](N(C)C(=O)Nc3cc(Cl)cc(Cl)c3)C[C@@H]42)cc1	-1.3	4	-3	1	-11	1	8	-12
Clc1ccc(-c2ccc(SCc3ccccn3)nn2)cc1	x	-1	-1	18	-12	-2	0	-26
Cc1ccc(C(C(=O)NCc2ccccc2)N(C(=O)c2ccccn2)c2ccccc2)o1 (stereo unspecified)	2.5	9	9	4	4	-2	x	x
CN(CCC#N)C(=O)COC(=O)/C=C/c1cccs1	5.5	10	-10	x	x	2	-5	-6
Cc1[nH]c2ccc(Cl)cc2c(=O)c1CN1CCCC1	0.9	-6	4	-4	3	1	-6	-2
Cn1c(Cc2cccc3ccccc23)nnc1SCC(=O)N1CCN(c2ccccc2)CC1	x	x	2	-1	2	2	-3	x
CCCC#Cc1cnc2c(c1)C(=O)N([C@@H](C)CO)C[C@@H](C)[C@@H](CN(C)S(C)(=O)=O)O2	1.2	-6	20	0	-13	-2	-11[16.7 µM]	1
O=C(Cc1cccc(C(F)(F)F)c1)Nc1cccc(S(=O)(=O)N2CCCC2)c1	1.4	-1	-44	-3	6	-3	x	x
Cc1cc(Cl)ccc1OCC(=O)N1CCN(c2ncccn2)CC1	-0.6	6	6	x	x	x	x	3
N#Cc1c(N2CCOCC2)nc(N)c2c(N)nc3c(c12)CC(CCl)O3 (stereo unspecified)	-1.1	7	32	x	-11	x	-5	8
CC(C)[C@H](NC(=O)c1c(F)cccc1F)C(=O)OCC(=O)NNC(=O)c1ccccc1	2.7	-8	5	-2	3	4	-4	0
COc1ccc(S(=O)(=O)N(C)C[C@H]2Oc3ccc(NC(=O)CCN4CCOCC4)cc3C(=O)N([C@@H](C)CO)C[C@H]2C)cc1	-0.5	x	2	-3	-16	0	20[16.7 µM]	4
O=C(Nc1ccccc1)N[C@H]1CC[C@@H](CCNS(=O)(=O)c2ccccc2F)O[C@H]1CO	0.4	x	2	0	-6	-2	x	-4
O=C(Nc1ccc(Cl)c(S(=O)(=O)Nc2ccccc2Cl)c1)c1cccs1	x	-1	-16	4	x	-3	x	x

Compounds from the list above that have an aryl methoxy group, in the order listed:
SMILES	F508del corr	FN deposit inh	GSIS activator	PglD inh	C2C12 statin	Cneo AK release	miR-122 sensor	PGC1a acetyl inh
CCCN(CCC)CCCNC(=O)CS(=O)Cc1nc(-c2ccc(OC)c(OC)c2)oc1C (stereo unspecified)	x	1	x	0	-1	2	-7	-6
CCOc1cc(-c2noc(-c3cccnc3)n2)ccc1OC	x	-3	x	-2	x	-3	2	2
COc1ccc(N(C(=O)CNC(=O)c2ccco2)C(C(=O)NCC2CCCO2)c2ccc(OC)c(OC)c2)cc1 (stereo unspecified)	1.2	0	-4	1	-4	0	x	x
COc1ccc(/C=C2/N=C3CCCCCN3C2=O)cc1OC	x	-4	x	-2	6	4	0	-18
COc1ccc(C(=O)NC(Cc2ccc(OC(=O)c3ccc(OC)cc3)cc2)C(=O)O)cc1 (stereo unspecified)	-1.8	3	14	x	3	x	-3	2
COc1ccc(-c2ccc3[nH]c4c(c3c2)CCN2C(=O)[C@@H]([C@H](C)O)[C@@H](N(C)C(=O)Nc3cc(Cl)cc(Cl)c3)C[C@@H]42)cc1	-1.3	4	-3	1	-11	1	8	-12
COc1ccc(S(=O)(=O)N(C)C[C@H]2Oc3ccc(NC(=O)CCN4CCOCC4)cc3C(=O)N([C@@H](C)CO)C[C@H]2C)cc1	-0.5	x	2	-3	-16	0	20[16.7 µM]	4

(next part)
SMILES	F508del corr	FN deposit inh	GSIS activator	PglD inh	C2C12 statin	Cneo AK release	miR-122 sensor	PGC1a acetyl inh
CCc1ccc(N2CC(C(=O)Nc3nccs3)CC2=O)cc1 (stereo unspecified)	x	x	x	-4	-2	7	1	-6
COCCNC(=O)c1cc(C(=O)CC(C)C)c[nH]1	-0.4	-5	12	2	-10	0	1	x
COc1ccc(Cn2nnnc2CN2CCC(O)(c3ccc(F)cc3)CC2)cc1	3.8	-2	7	x	x	x	-4	-7
CCCCCCC1NC(C(=O)O)CS1 (stereo unspecified)	x	3	x	9	x	1	-2	-11
CCOc1ccc(NC(=O)N2CCC(n3c(=O)[nH]c4ccccc43)CC2)cc1	1.7	4	-16	4	-3	-1	-4	1
CO[C@H]1CN(C)C(=O)c2cc(NC(=O)C3CC3)ccc2OC[C@@H](C)N(CC2CCOCC2)C[C@H]1C	-2.7	-2	14	1	4	-13	x	7
CN(C)C(=O)C[C@@H]1C=C[C@H](NC(=O)NC2CCCCC2)[C@H](CO)O1	-4.7	x	4	1	1	1	9[16.7 µM]	5
O=C1c2cccnc2C(=O)N1Cc1ccc(F)cc1S(=O)(=O)NCc1ccco1	-1.1	3	5	-6	0	-1	-4	3
COc1cccc(CN(CC2CCCO2)S(=O)(=O)c2ccc(S(=O)(=O)NCC3CCCO3)cc2)c1OC (stereo unspecified)	x	x	-16	-4	-12	0	27	-16
Cc1ccc(C(=O)Nc2cccc(NC(=O)c3ccc(C)o3)n2)o1	-4.6	-1	-2	-3	-1	-2	-3	10
